Screening data (PubChem)
IkB sig inh: IkB Signaling | Potency, µM (highest dose often 57.1 µM), inactives show top-dose IkBa stabilization activation | ABC-DLBCL IkBa-CBG/CBR dual luciferase ratio, 4 h; response scale: scaled: untreated 0%, proteasome inhibitor 100% | AID 445, 2006 | 110,000 tested, 0.04% active; active means well fitted curve in the direction sought with a large enough effect in the signal ratio, not every such curve was filed as active; inconclusive means small, poorly fitted or top-dose-only effect, or a change in a side signal; the % refers to the signal ratio;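 further: the direction sought is a rising ratio; 0% = basal untreated cells and 100% = reference inhibitor full response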
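Luminescence ratio of IκBα-fused green versus native red beetle luciferase in OCI-Ly3 cells, 4 h post-doxycycline with compound; red signal alone, scaled from basal (0%) to zero light (-100%), flagged nonspecific or cytotoxic effects.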
p53ts 32C kill: qHTS Screen for Compounds that Selectively Target Cancer Cells with p53 Mutations: Cytotoxicity of p53ts Cells at the Permissive Temperature | 130,000 tested, 0.93% active | H1299-p53A138V at 32C, ATP luminescence viability, 24 h | Potency, µM (titrated, usually from 46.1 µM), inactives show at the top dose activity change, negative = cytotoxicity, actives largely listed as cytotoxic;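 further: 0% = DMSO and -100% = full killing by reference compound; nearly all actives have a fitted effect of over 55% in size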
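Cells: H1299 p53ts (A138V), 600/well, pre-incubated 16–30 h at 37C. Cpd up to 46 uM, 24 h, 32C. Readout: ATPlite luminescence, 20 min RT. Normalization: DMSO vs tamoxifen 100 uM. AC50 by Hill equation.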
p53ts 39C tox: qHTS Screen for Compounds that Selectively Target Cancer Cells with p53 Mutations: Cytotoxicity of p53ts Cells at the Nonpermissive Temperature | H1299-p53A138V viability at 39C, ATP luminescence, 24 h | Potency, µM (top dose mostly 46.1 µM), for inactives: top-dose activity change, negative = cell killing, actives largely listed as cytotoxic | 130,000 tested, 1.5% active; further: nearly all actives have a fitted effect of over 55% in size
Peg3 imprint: qHTS Assay for Compounds that Induce Erasure of Genomic Imprints; mouse ES Peg3-LacZ reporter, beta-gal luminescence, 40 h; 110,000 tested, 0.02% active; Potency, µM (highest dose often 60.7 µM), for inactives: top-dose activity change, positive = activation, hits mostly activators;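 further: 0% = negative control wells on the plate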
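Gelatin-coated wells received 300 freshly trypsinized female ES cells with a Peg3LacZ-Neo reporter on the maternal allele, then incubated 40 hours at 37C. BetaGlo was added for 5 minutes at room temperature before a single luminescence read.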
Starred values were filed as active, the others as inactive; u = inconclusive; x = no result given; [ ] = remark or other dose. Unless noted, the call rests on the fitted dose curve; in most records, active means well fitted curve in the direction sought with a large enough effect; inconclusive means small, poorly fitted or top-dose-only effect, or another doubt; inactive means no such curve, though single readings can be large; an effect the other way counts as inactive or inconclusive. Unless noted, on the % scale 0 is the no-effect control and ±100 the full control effect; potency means the concentration at half of the fitted maximal effect.

A first look:
SMILES	IkB sig inh	p53ts 32C kill	p53ts 39C tox	Peg3 imprint
N#C/C(=C\c1cc(Br)c(O)c(Br)c1)c1nc2ccccc2c(=O)[nH]1	u	15%	-12%	-10%[10.9 µM]
Cc1nc2ccccc2n1-c1nc(-c2ccco2)cc(C(F)(F)F)n1	0.6%	-23%	-17%	-4%
c1ccc(-n2nc3ccccc3n2)cc1	x	9%	3%	x
O=C1CC(N2CCN(c3ccccc3Cl)CC2)C(=O)N1c1ccccc1 (centres undefined)	3.6%	-2%	8%	-16%

Main list, repeating the preview:
SMILES	IkB sig inh	p53ts 32C kill	p53ts 39C tox	Peg3 imprint
N#C/C(=C\c1cc(Br)c(O)c(Br)c1)c1nc2ccccc2c(=O)[nH]1	u	15%	-12%	-10%[10.9 µM]
Cc1nc2ccccc2n1-c1nc(-c2ccco2)cc(C(F)(F)F)n1	0.6%	-23%	-17%	-4%
c1ccc(-n2nc3ccccc3n2)cc1	x	9%	3%	x
O=C1CC(N2CCN(c3ccccc3Cl)CC2)C(=O)N1c1ccccc1 (centres undefined)	3.6%	-2%	8%	-16%
COc1ccc2[nH]c(=O)c(CN(Cc3nnnn3Cc3ccccc3)CC3CCCO3)cc2c1 (centres undefined)	0.3%	-21%	-15%	-14%
COc1ccc(CNC(=O)CS(=O)Cc2nc(-c3ccc(OC)c(OC)c3)oc2C)cc1 (centres undefined)	-2.7%	6%	-7%	-6%[10.9 µM]
Cc1ccccc1CNC(=O)c1cnc2sc(N3CCC(C)CC3)nn2c1=O	-3.9%	2%	3%	-8%[10.9 µM]
CCC(=O)N1c2ccc(S(=O)(=O)CCC(=O)NCc3ccc(OC)cc3)cc2CC1C (centres undefined)	-2.1%	-7%	-7%	-12%[10.9 µM]
Cc1ccc(C)c(NC(=O)Cn2c(=O)n(Cc3ccc4c(c3)OCO4)c(=O)c3ccccc32)c1	0.1%	-2%	-15%	1%[10.9 µM]
COc1ccc(-c2nnc(SCC(=O)Oc3ccc(C)cc3)o2)cc1	x	-21%	-16%	x
CS(=O)(=O)N1CCc2cc(C(=O)OCC(=O)c3ccccc3)ccc21	-0.6%	-18%	-5%	-9%
COc1cccc(-c2oc3ccc(C)cc3c(=O)c2O)c1	u	u	10µM*	-11%[10.9 µM]
Cc1ccc2oc(=O)n(CCNC(=O)Nc3ccc(C)c(F)c3)c2c1	-1.6%	-7%	-20%	5%[10.9 µM]
COc1ccc(OC)c(CCNC(=O)Cn2nc(C)n3c(cc4sccc43)c2=O)c1	-2.1%	6%	4%	-9%[10.9 µM]
N#CCCN1CCN(CCC#N)CC1	-0.7%	4%	1%	-6%
CC(C)(C)c1ccc(OC(=O)c2cccnc2)cc1	x	-13%	-7%	x
NC(=O)CCn1nc(-c2ccccc2)c2ccccc2c1=O	0.2%	15%	2%	-2%
COc1ccccc1CN1CCC2(CC1)CCN(C(C)=O)CC2	2.1%[11.4 µM]	4%	1%	x
COc1ccc(C(=O)CSc2nc3cc(C(=O)NC4CCCC4)ccc3c(=O)n2CC2CCCO2)cc1 (centres undefined)	-0.4%	9%	-1%	-3%[10.9 µM]
N#Cc1c(C(F)(F)F)cc(-c2ccccc2)nc1SCc1nc(N)nc(N2CCOCC2)n1	-2.0%	1%	3%	-13%
COc1ccccc1Cn1c(=O)[nH]c2cccnc21	2.3%	3%	4%	-8%
c1ccc2c(CN3CCN(Cc4c[nH]c5ccccc45)CC3)c[nH]c2c1	1.3%[11.4 µM]	3%[9.22 µM]	3%[9.22 µM]	-11%[10.9 µM]
COCCN(CCOC)c1ncnc2c1c(-c1ccccc1)cn2-c1ccc(C)c(Cl)c1	-2.1%	-2%	-26%	-9%[10.9 µM]
CCOc1ccc(S(=O)(=O)N(CC(=O)NCCSc2ccccc2)c2ccccc2)cc1	2.1%	6%	-5%	-10%[10.9 µM]
O=C(NCc1ccc2c(c1)OCO2)C(c1ccco1)N(C(=O)c1csnn1)c1ccccc1 (centres undefined)	-0.2%	3%	9%	-4%
Cc1ccccc1OCCNC(=O)CNC(=O)c1ccccc1O	-0.8%	5%	2%	-4%
CC(=O)N1CCc2cc(S(=O)(=O)NC(C(=O)NCc3ccccc3)C(C)C)ccc21 (centres undefined)	-0.7%	-5%	3%	5%
O=C(COC(=O)c1cccc(NC(=O)c2ccc(Br)cc2)c1)c1ccc(Cl)cc1	u	-30%	u	-10%[10.9 µM]
Cc1ccc(-c2nc3cnccn3c2Nc2ccc3c(c2)OCCO3)o1	-1.4%	-18%	-20%	9%
C=CCn1c(SCC(=O)c2ccc(CNC(C)=O)o2)nc2scc(C3CC3)c2c1=O	0.4%	13%	1%	-14%
COc1ccccc1N1CCN(S(=O)(=O)c2ccc3c(c2)CCCN3C(C)=O)CC1	5.3%	1%	-11%	-5%[10.9 µM]
O=C(O)CCCc1ccc2ccc3ccccc3c2c1	-9.4%[11.4 µM]	-1%[9.22 µM]	-3%[9.22 µM]	-6%[10.9 µM]
O=C(NCCN1CCN(Cc2ccccc2)CC1)C1c2ccccc2C(=O)N2CCc3ccccc3C12 (centres undefined)	-0.5%	-5%	-3%	5%
CCOC(=O)C1CCN(C(=O)Nc2ccc(Cl)cc2)CC1	0.1%	-10%	5%	-16%
CCCCNC(=O)C1CCN(S(=O)(=O)c2cc(Br)cc3c2N(C(=O)CC)CC3)CC1	-2.7%	7%	-13%	-5%[10.9 µM]
CCCNC(=O)OC[C@@H]1O[C@H](CCO/N=C2\c3cc(OC)ccc3O[C@H](c3cccc(OC)c3)[C@H]2O)C=C[C@@H]1Oc1ccc(OC)cc1	x	5%[9.22 µM]	-16%[9.22 µM]	x
Cc1ccc2c(c1)N(CC(=O)N1CCCc3ccccc31)C(=O)CO2	-0.4%	-3%	9%	4%
CCOc1ccc(NC(=O)CSc2ccc3ccccc3n2)cc1	0.3%	8%	7%	-11%[10.9 µM]
CCOC(=O)c1c(N2C(=O)C3C4C=CC(O4)C3C2=O)sc2c1CCCC2 (centres undefined)	u	1%	5%	-30%[inhibitor]
O=C(COc1ccccc1)Nc1sc2c(c1C(=O)Nc1ccccc1)CCCCC2	u	-6%	19%	-4%[10.9 µM]
CCc1cc2c(=O)n(-c3ccccc3)cnc2s1	3.2%	-10%	4%	-26%
CCn1ccc(=N)cc1	1.1%	-5%	15%	18%
Cc1ccc(-n2c(C)cc(C3=NNC(=NC4CC4)SC3)c2C)cc1C	x	-24%	-27%	x
O=C1CCCN1CCCn1cnc2c([nH]c3ccc(F)cc32)c1=O	-0.4%	-16%	0%	-9%
COC(=O)c1ccc(CSc2nc3ccccc3o2)cc1	11%	-23%	-8%	-77%[inhibitor]
COc1ccc(-n2nnnc2SCC(=O)Nc2ccc3c(c2)OCCO3)c(OC)c1	u	2%	-14%	-15%
COC(=O)c1sc(N)c(C(=O)OC)c1CSc1nnnn1C	-0.6%	-7%	-6%	-2%
Cc1nnc(N2CCC(C(=O)NCc3ccc(F)cc3)CC2)c2nn(-c3ccc(Cl)cc3)c(C)c12	u	u	u	8%[10.9 µM]
CCCCC(CC)CNC(=O)c1ccc(Cn2c(=O)[nH]c3cc(OC)c(OC)cc3c2=O)cc1 (centres undefined)	u	u	4µM*	-6%[10.9 µM]
CCOC(=O)c1c(C)n(-c2ccccc2)c2ccc(OC(=O)c3ccc(OCC)c(OCC)c3)cc12	-1.5%	6%	33%[activator]	-18%[10.9 µM]

Remaining list, next part:
SMILES	IkB sig inh	p53ts 32C kill	p53ts 39C tox	Peg3 imprint
O=C(Cc1ccccc1)N1CCC(C(=O)N2CCN(c3ccc(F)cc3)CC2)CC1	2.6%	-4%	7%	-12%
Cn1c(=O)c2[nH]cnc2n(-c2ccccc2)c1=O	-0.4%	-4%	-2%	-6%
COCCN(C(=O)CNC(=O)c1ccco1)C(C(=O)NC1CCCCC1)c1cccc(OC)c1 (centres undefined)	0.6%	14%	8%	-7%
COc1ccccc1CNC(=O)C1(c2cccs2)CCOCC1	2.9%	0%	-10%	-3%[10.9 µM]
Cc1nc(N2CCOCC2)c2c(C(=O)NCc3cccc(Cl)c3)c(C)oc2n1	-4.4%	-1%	21%	6%[10.9 µM]
O=c1c(-c2cccs2)nc2cncnc2n1-c1ccccc1	3.4%[11.4 µM]	6%	-1%	u
COC(=O)[C@@]1(Cc2ccccc2)[C@@H]2C(=CC(=O)[C@H]2CC(=O)C(=O)N(C)C)CN1C(=O)c1ccccc1	x	91%[activator]	114%[activator]	-28%
Cc1noc(C)c1S(=O)(=O)N1CCCC(C(=O)Nc2ccc(Cl)cn2)C1 (centres undefined)	u	-1%	-2%	-11%
CCN(CC)S(=O)(=O)c1ccc2[nH]c(=O)[nH]c2c1	2.7%	4%	11%	12%
Fc1cccc(F)c1C(Nc1nncs1)Nc1nncs1	1.0%[11.4 µM]	-7%[9.22 µM]	3%[9.22 µM]	-7%[10.9 µM]
O=C(c1ccncc1)N1CCC2(CC1)CN(c1ccccn1)C2	-1.3%[11.4 µM]	-14%	-16%	x
COc1ncc2nc(-c3ccccc3)c(=O)n(Cc3cccs3)c2n1	-1.4%[11.4 µM]	-3%	2%	x
Cc1cccc(N2C(=O)CC(N(C(=O)c3ccco3)c3cccc(C)c3)C2=O)c1 (centres undefined)	2.1%	5%	-2%	-10%
O=C(O)c1c[nH]c2c(ccc3[nH]cc(C(=O)O)c(=O)c32)c1=O	-0.8%[11.4 µM]	4%[9.22 µM]	0%[9.22 µM]	-6%[10.9 µM]
FC(F)(F)Oc1ccc(NC(=S)NCc2ccccc2)cc1	x	21%	1%	x
CS(=O)(=O)Nc1ccc(C(=O)NCCSCc2ccco2)cc1	4.4%	4%	21%	-6%
Cc1c(C)c2ccc(OC3CCCCC3=O)cc2oc1=O (centres undefined)	0.5%	-7%	5%	-8%
CC(=O)NNc1ccc(C(F)(F)F)cc1[N+](=O)[O-]	x	1%	12%	x
COC(=O)c1c(C)cc(OC(=O)c2c(C)cc(O)c(C=O)c2O)c(C)c1O	x	-5%	-5%	-17%
COc1ccccc1NC(=O)Cn1c(=O)n(Cc2ccccc2)c(=O)c2sc3ccccc3c21	1.8%	19%	13%	-7%[10.9 µM]
Cn1c(C(=O)NCCC2=CCCCC2)cc2c(=O)n3ccccc3nc21	-0.2%	-5%	-9%	6%
Cn1c(=O)[nH]c(=O)c2[nH]c(N(Cc3ccccc3)Cc3ccccc3)nc21	2.7%	u	u	-28%
CCn1c(=O)cc(OCC(=O)N2CCN(c3ccccc3OC)CC2)c2ccccc21	u	2%	-5%	-10%[10.9 µM]
O=[n+]1c2c(n([O-])c3cc(F)ccc31)CCCC2	4.4%	-9%	2%	-17%
CC(=O)c1cccc(NC(=O)Cn2c(=O)oc3cc(S(=O)(=O)NC4CCCC4)ccc32)c1	u	6%	-30%	3%[10.9 µM]
NC1=C(O)C(=O)[C@H](c2c[nH]c3ccc(OCc4ccccc4)cc23)O1	0.0%[11.4 µM]	-9%[9.22 µM]	0%[9.22 µM]	10%[10.9 µM]
COCCN(CCOC)c1nc(C)nc2c1nc(-c1ccccc1)n2CC1CCN(C)CC1	x	0%	-5%	-14%
Cc1ccc(OCCn2c(=O)cnc3ccccc32)cc1	0.1%	-1%	-10%	-13%
O=S(=O)(N1CCCCC1)n1c(Cc2ccccc2)nc2ccccc21	u	30%[activator]	25%	-17%
CCOc1ccccc1N1CC(C(=O)Nc2ccc(C(=O)O)cc2)CC1=O (centres undefined)	1.5%	10%	5%	-5%
Cc1ccc(CNC(=O)CSc2n[nH]c(-c3ccc(F)cc3)n2)cc1	u	-1%	-3%	-5%[10.9 µM]
Cc1cc(C)cc(NC(=O)c2cc(CN3CCCC3)on2)c1	4.9%	-27%	-21%	-50%[inhibitor][10.9 µM]
CC1(C)CC(NC(=O)C(F)(F)F)CC(C)(C)N1OC(=O)c1ccco1	-0.3%	5%	14%	-6%
O=C(NCCc1csc(-c2ccc(F)cc2)n1)c1cccs1	u	-24%	-1%	4%[10.9 µM]
OCCN1CCN(CCC=C2c3ccccc3Sc3ccc(Cl)cc32)CC1	1.2%[25.6 µM]	-7%[20.6 µM]	-10%[20.6 µM]	4%[16.8 µM]

Compounds were not picked by outcome (roughly 1.8% active in at least one column).
